MCF10A rereplic – DNA re-replication induction in MCF 10a cells; Potency, µM (top dose mostly 46.1 µM), for inactives: top-dose activity, positive = re-replication, actives largely listed as activators; 2.9% of 350,000 active; MCF 10A DNA re-replication, Hoechst nuclear intensity, 48 h; further: potency means the concentration at half of the fitted maximal effect; % of control where 0% means no effect; nearly all actives have a fitted effect of over 50% in size
IL1B secr inh – blocks inflammasome-driven IL-1 beta release; 4.7% of 360,000 active; activity change, % at 57.5 µM; THP-1 LPS/ATP IL-1B secretion, AlphaLISA, 16 h; stronger effect = lower value; in the data active means activity change below about -50%; inconclusive means mostly about -30% to -49%; further: on the % scale 0 is the no-effect control and ±100 the full control effect
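Secreted IL-1B measured by AlphaLISA bead assay after 16 h compound exposure of THP-1 cells; compounds (final up to 57.5 uM) added 1 h before LPS (250 ng/mL) and ATP (1.25 mM) stimulation; lower signal means less secretion.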
KB-V1 cytotox – KB-V1 MDR subline cytotoxicity; Potency, µM (series often up to 46.1 µM), inactives show top-dose activity change, negative = cytotoxicity, usual class: cytotoxic; KB-V1 MDR cells viability, CellTiter-Glo, 72 h; AID 1347076; 3.4% of 400,000 active; further: potency means the concentration at half of the fitted maximal effect; on the % scale 0 is the no-effect control and ±100 the full control effect; nearly all actives have a fitted effect of over 60% in size
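Readout: CellTiter-Glo luminescence, 10 min after addition. Cells: KB-V1 MDR subline, 72 h at 37 degrees C with compound. Analysis: corrected, normalized data fitted to concentration-effect curves.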
ATXN2 expr inh – inhibitors of ATXN2 expression | HEK-293 ATXN2-luciferase reporter, luminescence, 24 h | Potency, µM (highest dose often 57 µM), for the others: at the top dose activity change, negative = inhibition, most hits filed as inhibitors | 0.72% of 360,000 active | AID 1745845; further: potency means the concentration at half of the fitted maximal effect; on the % scale 0 is the no-effect control and ±100 the full control effect; nearly all actives have a fitted effect of over 55% in size
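ATXN2-luciferase reporter cells (luciferase flanked by upstream and downstream ATXN2 gene portions) were treated 24 h at 37 °C with compounds at up to 57 uM. SteadyGlo luminescence gave expression; GF-AFC fluorescence gave viability.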
KB-3-1 cytotox – kills parental KB-3-1 adenocarcinoma cells; Potency, µM (highest dose often 46.1 µM), for the others: at the highest dose activity change, negative = cytotoxic, most hits filed as cytotoxic; KB-3-1 viability, CellTiter-Glo ATP luminescence, 72 h; AID 1347075; 1.4% of 400,000 active; further: potency means the concentration at half of the fitted maximal effect; on the % scale 0 is the no-effect control and ±100 the full control effect; nearly all actives have a fitted effect of over 60% in size
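Parental KB-3-1 adenocarcinoma cells in phenol-red-free DMEM with 10% FBS were pin-treated with compounds at several concentrations, incubated 72 h at 37 °C, and viability read by CellTiter-Glo luminescence; concentration-effect curves were fitted after normalization.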
HT1080-NT tox – kills 2HG-producing HT-1080-NT fibrosarcoma cells. HT-1080-NT fibrosarcoma viability, CellTiter-Glo ATP luminescence, 48 h. Potency, µM (highest dose often 46.1 µM), without a hit: top-dose activity, negative = less viability, usual class: cytotoxic. 1.6% of 360,000 active. AID 686970;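 further: NT is the 2HG producing partner of a matched IDH1 knockdown line; potency means the concentration at half of the fitted maximal effect; 0% = DMSO-treated cells and -100% = media-only wells without cells; nearly all actives have a fitted effect of over 55% in size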
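Viability by CellTiter-Glo luminescence after 48 h compound exposure at 37C of HT-1080-NT cells (750/well, RPMI, 5% FBS). % activity scaled between DMSO wells and medium-only wells, then curve-fitted and categorized by curve class.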
WRN helicase inh – blocks human WRN helicase; 0.46% of 360,000 active; Potency, µM (doses to about 114 µM), for inactives: top-dose activity change, negative = inhibition, hits mostly inhibitors; WRN helicase unwinding, fluorescent forked duplex, kinetic; further: potency means the concentration at half of the fitted maximal effect; on the % scale 0 is the no-effect control and ±100 the full control effect; nearly all actives have a fitted effect of over 55% in size
Target sequence (Q14191 whole entry, looked up): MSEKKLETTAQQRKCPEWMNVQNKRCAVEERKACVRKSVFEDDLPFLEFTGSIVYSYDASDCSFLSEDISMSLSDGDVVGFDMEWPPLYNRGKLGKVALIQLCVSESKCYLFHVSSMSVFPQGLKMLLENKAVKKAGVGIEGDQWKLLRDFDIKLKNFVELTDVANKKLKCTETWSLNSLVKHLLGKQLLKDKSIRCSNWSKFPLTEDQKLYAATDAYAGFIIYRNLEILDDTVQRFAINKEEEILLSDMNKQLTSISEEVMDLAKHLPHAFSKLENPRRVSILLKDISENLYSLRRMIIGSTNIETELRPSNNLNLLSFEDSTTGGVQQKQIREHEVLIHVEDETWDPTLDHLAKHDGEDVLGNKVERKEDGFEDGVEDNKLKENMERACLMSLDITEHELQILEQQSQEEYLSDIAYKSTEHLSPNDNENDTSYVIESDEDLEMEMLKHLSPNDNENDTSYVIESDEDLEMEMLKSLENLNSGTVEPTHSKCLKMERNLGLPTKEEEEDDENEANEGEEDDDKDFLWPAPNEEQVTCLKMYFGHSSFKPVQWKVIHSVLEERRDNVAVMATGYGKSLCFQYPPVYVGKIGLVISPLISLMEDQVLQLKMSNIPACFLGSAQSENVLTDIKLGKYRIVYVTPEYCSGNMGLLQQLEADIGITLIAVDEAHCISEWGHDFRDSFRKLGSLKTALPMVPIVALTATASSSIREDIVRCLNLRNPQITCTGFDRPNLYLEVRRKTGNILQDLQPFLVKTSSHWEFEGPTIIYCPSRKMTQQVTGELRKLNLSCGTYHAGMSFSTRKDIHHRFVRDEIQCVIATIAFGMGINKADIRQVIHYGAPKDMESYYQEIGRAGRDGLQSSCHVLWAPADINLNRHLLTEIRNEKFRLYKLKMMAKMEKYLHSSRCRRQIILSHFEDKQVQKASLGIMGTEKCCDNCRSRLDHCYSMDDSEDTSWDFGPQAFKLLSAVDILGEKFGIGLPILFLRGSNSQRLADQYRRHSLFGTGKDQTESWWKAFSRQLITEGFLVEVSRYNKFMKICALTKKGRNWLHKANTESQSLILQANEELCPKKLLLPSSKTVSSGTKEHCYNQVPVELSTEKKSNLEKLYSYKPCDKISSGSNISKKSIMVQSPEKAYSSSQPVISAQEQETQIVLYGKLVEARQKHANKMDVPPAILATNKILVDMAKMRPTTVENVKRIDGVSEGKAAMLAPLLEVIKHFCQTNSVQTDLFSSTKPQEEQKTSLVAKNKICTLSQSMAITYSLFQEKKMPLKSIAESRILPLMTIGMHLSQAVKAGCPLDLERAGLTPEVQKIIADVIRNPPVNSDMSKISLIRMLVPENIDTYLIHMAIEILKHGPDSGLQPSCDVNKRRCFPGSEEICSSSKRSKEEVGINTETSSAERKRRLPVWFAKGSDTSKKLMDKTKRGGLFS
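WRN at 20 nM final was preincubated with compound for 15 min at room temperature; reaction started with 100 nM forked duplex oligonucleotide carrying fluorophore and quencher plus 2 mM ATP (final). Unwinding followed kinetically by red fluorescence (ex 525/em 598 nm).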
HT1080 IDH1KD tx – toxicity to HT-1080 IDH1 knockdown cells (counter line); HT-1080 IDH1 knockdown viability, ATP luminescence, 48 h; Potency, µM (series often up to 46.1 µM), inactives show at the top dose activity, negative = toxicity, actives largely listed as cytotoxic; 2% of 360,000 active; AID 686971;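 further: potency means the concentration at half of the fitted maximal effect; 0% = DMSO wells and -100% = cell-free medium wells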
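Assay cells: HT-1080 with IDH1 knockdown, 750 per well, RPMI/5% FBS. Exposure: 48 h at 37 °C following 2 h pre-incubation. Read: CellTiter-Glo luminescence; fitted concentration-response, curve class assigned.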
SW480 rereplic – DNA re-replication induction in SW480 cells. 1.8% of 340,000 active. SW480 DNA re-replication, Hoechst DNA content imaging, 48 h. Potency, µM (series often up to 46.1 µM), without a hit: top-dose re-replication activation, actives largely listed as activators; further: potency means the concentration at half of the fitted maximal effect; % of control where 0% means no effect; nearly all actives have a fitted effect of over 55% in size
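DNA re-replication was detected as more nuclei of elevated Hoechst intensity after 48 hr exposure to compound (23 nL pinned per well of 250 cells).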
Numbers without * were called inactive; ? = inconclusive; / = not tested or not shown; [ ] = remark or other dose. Unless noted, the call rests on the fitted dose curve; in most records, active means well fitted curve in the direction sought with a large enough effect; inconclusive means small, poorly fitted or top-dose-only effect, or another doubt; inactive means no such curve, though single readings can be large; an effect the other way counts as inactive or inconclusive.

Under each structure – MCF10A rereplic | IL1B secr inh | KB-V1 cytotox | ATXN2 expr inh | KB-3-1 cytotox | HT1080-NT tox | WRN helicase inh | HT1080 IDH1KD tx | SW480 rereplic
Cc1c(C)n(C)c2ccc(C(=O)NCc3cccs3)cc12
    6% | ? | 2% | 11% | 0% | 2% | -1% | -1% | -5%
CC(=O)c1cccc(NC(=O)CSc2nnnn2C2CCCC2)c1
    -8% | 17 | 0% | 1% | -5% | 12% | -3% | -5% | -10%
COC(=O)c1cc2c(cc1Cl)N1CCCCCC1=NS2(=O)=O
    20% | 35 | 0% | 14% | 15% | 0% | -5% | 7% | 2%
Cn1c(=O)n(CC(N)=O)c2ccccc21
    1% | 31 | 27% | 3% | 12% | 13% | -2% | 12% | -8%
CCC(Oc1ccc(C)c(C)c1)C(=O)N1CCCN(C)CC1 (stereo unspecified)
    1% | 0 | -9% | -6% | -3% | -11% | 11% | 2% | -9%
CNC(=O)N/N=C(\N)c1ccccn1
    -1% | -3 | -11% | / | 6% | 1% | 6% | 2% | -6%
CCN(CC)S(=O)(=O)c1cccc(NC(=O)COC(=O)CCc2nc3ccccc3s2)c1
    -1% | 0 | 2% | -4% | 5% | 0% | -7% | -1% | -9%
CC(=O)Nc1cccc(NC(=O)CSc2nc(=O)n(CCN3CCOCC3)c3c2CCC3)c1
    4% | -6 | 0% | 10% | -2% | 3% | -3% | 15% | -15%
Cc1cccc(-n2ccnc2SCC(=O)Nc2cccc(S(=O)(=O)NC3=NCCC3)c2)c1C
    -6% | 7 | 17% | -14% | 1% | -5% | -8% | -8% | 41%
COc1ccc(CN(Cc2cccn2C)S(=O)(=O)c2ccc(F)cc2)cc1
    9% | -14 | -11% | 2% | -18% | 0% | -15% | 0% | 3%
O=C(Nn1cnnc1)C1CCCN1S(=O)(=O)c1ccc(F)cc1 (stereo unspecified)
    23% | 19 | -2% | 6% | 3% | 2% | -2% | 13% | 1%
CCOc1ccccc1/C=C(/NC(=O)c1ccccc1)C(=O)N(CC)CC
    -9% | -7 | -14% | -6% | 3% | 17% | 7% | 9% | -1%
CCC(CC)c1nnc(NC(=O)CCNC(=O)c2ccccc2Cl)s1
    -2% | 14 | ? | 9% | 0% | -14% | 4% | -10% | -3%
O=C1[C@H]2[C@@H](c3ccccc3)N[C@]3(CCCN(Cc4ccc(Cl)cc4)C3=O)[C@H]2C(=O)N1Cc1ccccc1
    / | ? | -7% | -23% | 0% | -18% | -5% | -29% | /
Cc1ccc(S(=O)(=O)N(C)C)cc1NC(=S)N(C)C1CCN(C)CC1
    3% | 14 | 0% | -8% | 1% | 10% | -4% | 5% | -2%
O=C(NCc1n[nH]c(=S)n1-c1cccc(Cl)c1)c1ccc(S(=O)(=O)N2CCCCC2)cc1
    -17% | 22 | -1% | 4% | -4% | 8% | -1% | 5% | -19%
COc1ccc(CC(=O)Nc2c(C(=O)N3CCN(c4ncccn4)CC3)oc3ccccc23)cc1OC
    -1% | -2 | ? | -2% | 14% | 4% | -3% | 14% | -9%
Cc1cc(C(F)(F)F)n(-c2ccc(N)cc2)n1
    -4% | -2 | -1% | -9% | 7% | -1% | 12% | 10% | -1%
Cn1ncc(Cl)c1C(=O)N1CCN(S(=O)(=O)c2ccc(F)cc2)CC1
    -33% | 25 | -7% | 1% | 3% | 1% | 7% | 4% | -9%
NC(=O)c1ccccc1NC(=O)CCCN1C(=O)CCC1=O
    0% | 0 | -24% | -5% | 0% | 9% | -11% | 18% | -4%

compound,MCF10A rereplic,IL1B secr inh,KB-V1 cytotox,ATXN2 expr inh,KB-3-1 cytotox,HT1080-NT tox,WRN helicase inh,HT1080 IDH1KD tx,SW480 rereplic
CN(CC(=O)Nc1ccc(C#N)cc1)Cc1ccc(Cl)cc1Cl,13%,-25,?,-21%,-2%,-17%,-9%,-19%,-2%
Cc1cccc(-n2nc3c(c2NC(=O)C2CC2)CS(=O)(=O)C3)c1C,18%,9,1%,/,-2%,-1%,5%,-3%,-3%
CC(C)n1c(=S)[nH]c2ccccc2c1=O,13%,12,-3%,-1%,-3%,?,-3%,?,?
COc1ccc(CC(NC(C)=O)C(=O)NC2CCN(c3nc(C)cc(C)c3C#N)CC2)c(OC)c1 (stereo unspecified),4%,-29,8%,-5%,21%,4%,6%,9%,-2%
Cc1ccc(S(=O)(=O)Nc2cccc(-c3ccc4nnc(C)n4n3)c2)s1,?,-14,-4%,35%[activator],24%,0%,-17%,-16%,-17%
Cc1cccc(NC(=O)c2cccc(OC(=S)N3CCOCC3)c2)c1C,19%,2,?,0%,-2%,-1%,-2%,-2%,-2%
Cc1ccc(S(=O)(=O)N2CCOCC2)cc1NC(=O)COc1ccccc1Cc1ccccc1,?,?,-20%,-15%,0%,-13%,-16%,-11%,4%
Cc1ccc(Cn2c(=O)c3ccccc3n3c(SCC(=O)N4CCCCC4C)nnc23)cc1 (stereo unspecified),-5%,0,8.2µM*,-5%,0%,-3%,-14%,-6%,9%
CCCSC1=N/C(=C\c2ccc3c(c2)OCO3)C(=O)S1,-1%,23,3%,-34%,4%,17%,-3%,21%,-1%
COc1ccc(C(=O)Nc2c(Cl)cc(Cl)cc2C(=O)NCCN2CCOCC2)cc1,1%,0,-10%,-9%,-14%,-5%,8%,-4%,0%
CC(C)C(CO)NC(=O)CC(=O)NC(CO)C(C)C (stereo unspecified),-7%,8,-6%,1%,-2%,-4%,-12%,0%,-7%
Nc1ccccc1-c1nnc(-c2ccccc2N)n1N,2%,9,6%,27%[11.3 µM],3%,-8%,-4%,-2%,-10%
Cc1cc2nc(CO)[nH]c2cc1C,4%,0,-2%,/,-4%,-1%,4%,0%,-10%
COc1ccccc1N1CCN(c2nccc(C)n2)CC1,-1%,0,-11%,14%,14%,9%,6%,3%,-5%
CCOC(CNC(=O)c1cccn2c(=O)c3c(C)c(C)sc3nc12)OCC,2%,0,24%,/,-10%,16%,1%,0%,-6%
CC(=O)c1sc(NC(=O)c2cccc(C)c2)nc1C,-5%,-9,?,31%[activator],-6%,-29%,1%,-3%,-4%
Cc1ccc(S(=O)(=O)N2CC(O)C[C@H]2C(=O)OCC(=O)Nc2ccc(N3CCOCC3)cc2)cc1C (stereo partly specified),2%,-9,0%,-15%,0%,5%,-10%,3%,0%
Cc1cc(NC(=O)CSCC(=O)Nc2nc3c(C)cccc3s2)no1,?,-2,-27%,-2%,?,-1%,-2%,-6%,17%
C=CCOn1c(-n2nc(C)cc2C)nc2ccccc2c1=O,7%,12,-10%,-11%,-3%,16%,?,10%,-2%
COC(=O)CNC(=O)C1CCCN1C(=O)CNC(=O)OCc1ccccc1 (stereo unspecified),-2%,-3,16%,7%,15%,2%,4%,16%,-15%
NCCc1c(-c2ccccc2)n(-c2ccccc2)c2ccccc12,?,-97*,?,28µM*,-30%,15µM*,15%,21µM*,?
COc1ccc2c(c1)C(C1=C(O)CC(C)(C)CC1=O)C1=C(CC(C)(C)CC1=O)O2 (stereo unspecified),2%,-2,-2%,7%,-3%,-1%,-7%,19%,0%
C=Cc1cccc(NC(=O)c2ccc(NC(=O)c3ccco3)cc2)c1,-1%,-10,-4%,?,27%,-4%,-2%,-10%,-1%
O=C(NCCC1CCCCN1S(=O)(=O)c1ccccc1)C(=O)NC1CC1 (stereo unspecified),17%,-14,6%,2%,1%,10%,-6%,1%,2%
Cc1cc(C(=O)N/N=C/c2ccco2)c2ccccc2n1,?,14,-3%,1%,-24%,-15%,-34%[57.1 µM],-24%,?

Copied from the list:
Reading of CN(CC(=O)Nc1ccc(C#N)cc1)Cc1ccc(Cl)cc1Cl under HT1080 IDH1KD tx: -19%
Reading of Cc1cc(NC(=O)CSCC(=O)Nc2nc3c(C)cccc3s2)no1 under IL1B secr inh: -2

(next part)
compound,MCF10A rereplic,IL1B secr inh,KB-V1 cytotox,ATXN2 expr inh,KB-3-1 cytotox,HT1080-NT tox,WRN helicase inh,HT1080 IDH1KD tx,SW480 rereplic
O=S(=O)(N/N=C/c1ccc(F)cc1)c1ccccc1,12%,16,17%,-19%[11.3 µM],2%,9%,-25%,-7%,-3%
Cc1ccc(C(=O)COC(=O)CSc2cccc3cccnc23)c(C)c1,9%,-88*,2%,5%,1%,-8%,1%[57.1 µM],-27%,?
CCCNS(=O)(=O)c1ccc(OCC(=O)OC)cc1,-3%,17,1%,3%,11%,-1%[9.24 µM],-7%,1%,-3%
COCCNC(=O)c1ccc(S(=O)(=O)c2ccc(Cl)cc2)c(NC(C)=O)c1,-1%,-7,0%,1%,-6%,1%,6%,1%,-10%
COC(=O)c1cc(C(=O)N2CCN(c3ccccc3OC)CC2)cc([N+](=O)[O-])c1,1.2µM*,-19,1.3µM*,5%,1.2µM*,0.33µM*,0%,0.33µM*,2.1µM*

IL1B secr inh: what is marked active above.
Structure | IL1B secr inh | WRN helicase inh | SW480 rereplic
NCCc1c(-c2ccccc2)n(-c2ccccc2)c2ccccc12 | -97* | 15% | ?
Cc1ccc(C(=O)COC(=O)CSc2cccc3cccnc23)c(C)c1 | -88* | 1%[57.1 µM] | ?

Compound activity from PubChem.

Rows are unselected; overall some 12% were active at least once.
